Screening data: PubChem, several laboratories
Rac1 act GTP bind: GTP binding modulators of activated mutant Rac1, primary screen, biochemical, bead-based flow cytometry, multiplex, fluorescent GTP | percent activity (GTP binding), % at 10 µM | 0.11% of 190,000 active | Ras-related C3 botulinum toxin substrate 1 (Homo sapiens), P63000 | GST-Rac1 activated beads; actives lie on both sides; 100% means binding = to untreated wells;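 active = GTP binding at least 20 percentage points away from the 100% baseline, in either direction, so actives lie on both sides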
Mcl1-Bid inh: Mcl-1/Bid binding inhibitors, primary screen, biochemical, TR-FRET, 1536-well; TR-FRET Mcl-1/Bid-Dy647 peptide binding; inhibition, % at 21.7 µM; 0.97% of 220,000 active; AID 1021, 2008;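 active = compounds that cut the binding signal by more than half at the single screening dose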;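 also: His-tagged Mcl-1 with europium anti-His antibody binding Bid BH3 peptide; 0% = Mcl-1 plus peptide wells and 100% = peptide-only wells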
Rab2A wt mod: modulators of GTP binding to Rab2A wildtype, primary screen, biochemical, dog, bead-based flow cytometry, multiplex | 0.19% of 190,000 active | GST-Rab2 wt beads, Bodipy-GTP binding | Ras-related protein Rab-2A (Canis lupus familiaris), P61105 | GTP binding activity, % at 10 µM;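 active = GTP binding activity at least 20 points away from 100%, either lowered or raised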;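 also: 0% = beads with excess unlabeled GTP and 100% = no-compound control corrected for plate trend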
Cdc42 wt GTP: modulators of GTP binding to wildtype Cdc42, primary screen, biochemical, multiplex bead flow cytometry, Bodipy-GTP | Cell division control protein 42 homolog (Homo sapiens), P60953 | GST-Cdc42 beads; actives lie on both sides | percent activity (GTP binding), % at 10 µM | AID 761, 2007 | 0.2% of 190,000 active;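 active = percent activity GTP binding at least 20 points away from the 100% baseline, either down as inhibitor or up as activator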;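 also: median bead fluorescence of bound Bodipy-FL-GTP at 100 nM; 0% = excess unlabeled GTP control and 100% = no compound control; below 100% means less GTP binding so inhibitor and above means activator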
Target sequence (P60953 whole entry, looked up): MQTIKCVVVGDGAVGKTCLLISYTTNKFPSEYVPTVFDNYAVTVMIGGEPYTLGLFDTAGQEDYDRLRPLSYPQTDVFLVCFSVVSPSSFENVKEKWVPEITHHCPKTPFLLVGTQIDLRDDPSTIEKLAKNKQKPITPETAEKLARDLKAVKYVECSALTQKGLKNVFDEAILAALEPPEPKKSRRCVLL
Mcl1-Noxa inh: Mcl-1/Noxa binding inhibitors, primary screen, biochemical, TR-FRET, 1536-well. Induced myeloid leukemia cell differentiation protein Mcl-1 (Homo sapiens), Q07820. TR-FRET Mcl-1/Noxa peptide binding, 2 h. inhibition, % at 21.7 µM. 1.5% of 220,000 active. AID 1022, 2008;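 active = compounds that cut the protein-peptide binding signal by more than 50% relative to plate controls in a single-dose test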;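 also: His-tagged Mcl-1 with rhodamine Noxa BH3 peptide and terbium anti-His antibody; 0% = Mcl-1 plus Noxa peptide wells and 100% = peptide-only wells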
HRas wt GTP: modulators of GTP binding to HRas wildtype, primary screen, biochemical, bead-based flow cytometry, multiplex; AID 759, 2007; GST-Ras wt beads, Bodipy-FL-GTP binding; actives lie on both sides; GTP binding activity, % at 10 µM; GTPase HRas (Homo sapiens), P01112; 0.14% of 190,000 active;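 active = GTP binding activity at least 20% away from the 100% baseline, either lowered as inhibitor or raised as activator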;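 also: 0% = unlabeled GTP competition control and 100% = no-compound control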
Target sequence (P01112 whole entry, looked up): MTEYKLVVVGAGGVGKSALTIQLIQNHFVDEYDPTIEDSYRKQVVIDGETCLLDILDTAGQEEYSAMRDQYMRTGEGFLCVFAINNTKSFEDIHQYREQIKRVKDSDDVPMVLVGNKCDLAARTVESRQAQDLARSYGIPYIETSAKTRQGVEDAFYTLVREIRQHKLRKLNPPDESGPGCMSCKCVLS
Rab7 wt GTP bind: modulators of GTP binding to Rab7, primary screen, biochemical, wildtype, multiplex bead flow cytometry. Rab7 GTPase wild type (dog), Bodipy-FL-GTP binding. GST-Rab7 beads, fluorescent GTP binding; actives lie on both sides; untreated = 100%, excess cold GTP = 0%. GTP binding activity (percent of control), % at 10 µM. 0.055% of 190,000 active;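 active = fluorescent GTP binding to Rab7 beads changed by at least 20 points from the 100% baseline, either direction, mostly lower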;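 also: median green fluorescence of bound Bodipy-FL-GTP per Rab7 bead population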
RGS8-Gao reg: RGS8-Galphao binding modulators, primary screen, biochemical, multiplexed bead flow cytometry. actives lie on both sides. response (percent of control binding), % at 10 µM. 0.34% of 220,000 active; in the data active = response below about 60% or above about 140%; inactive = in between;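 also: Galphao activated as the GDP aluminium fluoride complex binding bead-coupled RGS8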
Target sequence (P09471 whole entry, looked up): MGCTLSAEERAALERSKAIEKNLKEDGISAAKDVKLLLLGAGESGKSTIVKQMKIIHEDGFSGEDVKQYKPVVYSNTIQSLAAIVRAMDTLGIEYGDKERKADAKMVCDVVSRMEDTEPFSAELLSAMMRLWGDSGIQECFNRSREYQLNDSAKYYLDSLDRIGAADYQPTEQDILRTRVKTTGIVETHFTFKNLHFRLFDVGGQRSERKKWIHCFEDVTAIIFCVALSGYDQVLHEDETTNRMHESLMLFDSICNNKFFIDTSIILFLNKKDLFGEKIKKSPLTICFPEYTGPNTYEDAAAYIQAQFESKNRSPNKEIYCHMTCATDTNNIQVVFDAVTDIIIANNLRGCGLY
Rac1 wt GTP bind: wildtype Rac1 GTP binding modulators, primary screen, biochemical, GST-Rac1 beads, flow cytometry, multiplex; fluorescent GTP binding; actives lie on both sides; 0 = cold GTP competed, 100 = untreated; GTP binding activity (% of control), % at 10 µM; 0.27% of 190,000 active; AID 757, 2007;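 active = GTP binding activity at least 20 points away from the 100% control level, either lower or higher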
Mcl-1 Bim block: inhibitors of Bim peptide binding to Mcl-1, primary screen, biochemical, bead-based flow cytometry, multiplex; 0.1% of 190,000 active; Bim peptide-Mcl-1 binding; inhibition, % at 10 µM; Induced myeloid leukemia cell differentiation protein Mcl-1 (Homo sapiens), Q07820; in the data active = inhibition above about 40%;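 also: 0% = no compound tracer wells and 100% = peptide blocker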
Pf gametocyte: late stage P. falciparum gametocyte viability inhibitors, primary screen, ATP luminescence, HTS; 0.065% of 150,000 active; inhibition, % at 10.9 µM; AID 743093, 2013; P. falciparum stage V gametocytes, 24 h;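 active = inhibition above the mean plus 3 SD of compounds within the control limits, set per campaign, cut at about 38% in these data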;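 also: 0% = DMSO wells and 100% = medium only without gametocytes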
Starred values were filed as active, the others as inactive.

How did O=c1c2c(ncn2C2CCCC2)n(Cc2ccccc2)c(=O)n1CCOc1ccccc1 do in these assays?
Rac1 act GTP bind: 100; Mcl1-Bid inh: -13; Rab2A wt mod: 101; Cdc42 wt GTP: 99; Mcl1-Noxa inh: 14; HRas wt GTP: 100; Rab7 wt GTP bind: 101; RGS8-Gao reg: 103; Rac1 wt GTP bind: 103; Mcl-1 Bim block: -5; Pf gametocyte: 2

Results for CCn1cc(C(=O)NCc2cccs2)c(=O)c2ccc(C)nc21 ?
Rac1 act GTP bind: 99; Mcl1-Bid inh: 15; Rab2A wt mod: 98; Cdc42 wt GTP: 102; Mcl1-Noxa inh: -11; HRas wt GTP: 102; Rab7 wt GTP bind: 103; RGS8-Gao reg: 103; Rac1 wt GTP bind: 106; Mcl-1 Bim block: 1

Results for CCCCSCc1ccc(C(=O)O)o1 ?
Rac1 act GTP bind: 100; Mcl1-Bid inh: 14; Rab2A wt mod: 102; Cdc42 wt GTP: 99; Mcl1-Noxa inh: 22; HRas wt GTP: 102; Rab7 wt GTP bind: 102; RGS8-Gao reg: 100; Rac1 wt GTP bind: 105; Mcl-1 Bim block: 4

Results for COc1cc(-c2nn3c(-c4cccc(C)c4)nnc3s2)cc(OC)c1OC ?
Rac1 act GTP bind: 98; Mcl1-Bid inh: -15; Rab2A wt mod: 99; Cdc42 wt GTP: 100; Mcl1-Noxa inh: 3; HRas wt GTP: 99; Rab7 wt GTP bind: 100; RGS8-Gao reg: 103; Rac1 wt GTP bind: 102; Mcl-1 Bim block: 1; Pf gametocyte: 13

How did O=C(CSc1nc2ccccc2s1)N1c2ccccc2Sc2ccccc21 do in these assays?
Rac1 act GTP bind: 94; Mcl1-Bid inh: -33; Rab2A wt mod: 95; Cdc42 wt GTP: 98; Mcl1-Noxa inh: -27; HRas wt GTP: 98; Rab7 wt GTP bind: 96; RGS8-Gao reg: 101; Rac1 wt GTP bind: 107; Mcl-1 Bim block: 1

Results for O=C(Cc1ccccc1)NNC1CC(=O)N(c2ccc(Br)cc2)C1=O (stereo not given) ?
Rac1 act GTP bind: 101; Mcl1-Bid inh: 28; Rab2A wt mod: 99; Cdc42 wt GTP: 102; Mcl1-Noxa inh: 6; HRas wt GTP: 98; Rab7 wt GTP bind: 103; RGS8-Gao reg: 100; Rac1 wt GTP bind: 101; Mcl-1 Bim block: -3; Pf gametocyte: -23

Results for CC(=O)NC(=O)COC(=O)c1ccc2ncsc2c1 ?
Rac1 act GTP bind: 92; Mcl1-Bid inh: -17; Rab2A wt mod: 99; Cdc42 wt GTP: 96; Mcl1-Noxa inh: -13; HRas wt GTP: 98; Rab7 wt GTP bind: 106; RGS8-Gao reg: 100; Rac1 wt GTP bind: 95; Mcl-1 Bim block: 1; Pf gametocyte: 13

Results for Cc1ccc(N2C(=O)C(Cl)=C(N3CCOCC3)C2=O)cc1Cl ?
Rac1 act GTP bind: 100; Mcl1-Bid inh: -63; Rab2A wt mod: 99; Cdc42 wt GTP: 101; Mcl1-Noxa inh: 21; HRas wt GTP: 101; Rab7 wt GTP bind: 102; RGS8-Gao reg: 101; Rac1 wt GTP bind: 106; Mcl-1 Bim block: -3; Pf gametocyte: -10

Results for O=C(Cn1cnc2ccccc2c1=O)c1ccccc1 ?
Rac1 act GTP bind: 99; Mcl1-Bid inh: -2; Rab2A wt mod: 101; Cdc42 wt GTP: 104; Mcl1-Noxa inh: -6; HRas wt GTP: 103; Rab7 wt GTP bind: 99; RGS8-Gao reg: 104; Rac1 wt GTP bind: 104; Mcl-1 Bim block: 0; Pf gametocyte: 6

Results for COc1cc(NC(=O)c2cccs2)c(C(=O)OCC(=O)NC(=O)NC(C)(C)C)cc1OC ?
Rac1 act GTP bind: 99; Mcl1-Bid inh: -32; Rab2A wt mod: 97; Cdc42 wt GTP: 101; Mcl1-Noxa inh: 11; HRas wt GTP: 99; Rab7 wt GTP bind: 103; RGS8-Gao reg: 101; Rac1 wt GTP bind: 101; Mcl-1 Bim block: -1

What do the screens show for `COC(=O)c1ccc(-n2cncn2)c(F)c1`?
Rac1 act GTP bind: 99; Mcl1-Bid inh: -9; Rab2A wt mod: 101; Cdc42 wt GTP: 101; Mcl1-Noxa inh: 7; HRas wt GTP: 101; Rab7 wt GTP bind: 100; RGS8-Gao reg: 99; Rac1 wt GTP bind: 102; Mcl-1 Bim block: -2; Pf gametocyte: -26

Results for Cc1nc2cccc(C(=O)NC3CCCCC3)c2o1 ?
Rac1 act GTP bind: 97; Mcl1-Bid inh: -32; Rab2A wt mod: 98; Cdc42 wt GTP: 96; Mcl1-Noxa inh: 4; HRas wt GTP: 99; Rab7 wt GTP bind: 99; RGS8-Gao reg: 104; Rac1 wt GTP bind: 102; Mcl-1 Bim block: -3

How did Cc1cccc(CSc2cccc3cccnc23)c1 do in these assays?
Rac1 act GTP bind: 95; Mcl1-Bid inh: -74; Rab2A wt mod: 97; Cdc42 wt GTP: 96; Mcl1-Noxa inh: -19; HRas wt GTP: 97; Rab7 wt GTP bind: 96; RGS8-Gao reg: 94; Rac1 wt GTP bind: 96; Mcl-1 Bim block: 7

What do the screens show for `FC(F)(F)c1cccc(OCc2nnc3n2CCC3)c1`?
Rac1 act GTP bind: 95; Mcl1-Bid inh: -29; Rab2A wt mod: 95; Cdc42 wt GTP: 94; Mcl1-Noxa inh: 10; HRas wt GTP: 97; Rab7 wt GTP bind: 103; RGS8-Gao reg: 102; Rac1 wt GTP bind: 95; Mcl-1 Bim block: -1; Pf gametocyte: -8

What do the screens show for `CC1CN(C(=O)c2ccc(Oc3ccccc3)cc2)CC(C)O1` (stereo not given)?
Rac1 act GTP bind: 98; Mcl1-Bid inh: -26; Rab2A wt mod: 96; Cdc42 wt GTP: 99; Mcl1-Noxa inh: -10; HRas wt GTP: 95; Rab7 wt GTP bind: 97; RGS8-Gao reg: 102; Rac1 wt GTP bind: 97; Mcl-1 Bim block: 1

How did O=C1C2C(c3ccccc3)C=CC(c3ccccc3)C2C(=O)N1C1CCCCC1 (stereo not given) do in these assays?
Rac1 act GTP bind: 101; Mcl1-Bid inh: 2; Rab2A wt mod: 101; Cdc42 wt GTP: 102; Mcl1-Noxa inh: -13; HRas wt GTP: 103; Rab7 wt GTP bind: 101; RGS8-Gao reg: 101; Rac1 wt GTP bind: 107; Mcl-1 Bim block: 1; Pf gametocyte: 9

Results for Cc1ccccc1C(=O)Nc1ccc(N2CCOCC2)nc1 ?
Rac1 act GTP bind: 100; Mcl1-Bid inh: -5; Rab2A wt mod: 101; Cdc42 wt GTP: 100; Mcl1-Noxa inh: 10; HRas wt GTP: 89; Rab7 wt GTP bind: 106; RGS8-Gao reg: 102; Rac1 wt GTP bind: 109; Mcl-1 Bim block: 0; Pf gametocyte: -1

How did Cc1cc(N)n(Cc2cccs2)n1 do in these assays?
Rac1 act GTP bind: 99; Mcl1-Bid inh: -43; Rab2A wt mod: 106; Cdc42 wt GTP: 107; Mcl1-Noxa inh: -2; HRas wt GTP: 103; Rab7 wt GTP bind: 103; RGS8-Gao reg: 104; Rac1 wt GTP bind: 104; Mcl-1 Bim block: -8

Results for Cc1c(Cl)cccc1NC(=O)c1cccc(OC(F)F)c1 ?
Rac1 act GTP bind: 101; Mcl1-Bid inh: -3; Rab2A wt mod: 100; Cdc42 wt GTP: 104; Mcl1-Noxa inh: 13; HRas wt GTP: 103; Rab7 wt GTP bind: 98; RGS8-Gao reg: 103; Rac1 wt GTP bind: 101; Mcl-1 Bim block: -3

What do the screens show for `COc1ccc(C2=Nn3c(nnc3-c3ccccc3OC)SC2)cc1OC`?
Rac1 act GTP bind: 99; Mcl1-Bid inh: -8; Rab2A wt mod: 97; Cdc42 wt GTP: 96; Mcl1-Noxa inh: 6; HRas wt GTP: 98; Rab7 wt GTP bind: 100; RGS8-Gao reg: 103; Rac1 wt GTP bind: 100; Mcl-1 Bim block: 0; Pf gametocyte: -11

How did COc1ccc(-c2cn3cccnc3n2)cc1NC(=O)CC(C)C do in these assays?
Rac1 act GTP bind: 93; Mcl1-Bid inh: -24; Rab2A wt mod: 97; Cdc42 wt GTP: 99; Mcl1-Noxa inh: 13; HRas wt GTP: 97; Rab7 wt GTP bind: 99; RGS8-Gao reg: 105; Rac1 wt GTP bind: 96; Mcl-1 Bim block: 0; Pf gametocyte: -25

Results for O=C(N/N=C/c1ccccc1)NC1CCCCC1 ?
Rac1 act GTP bind: 98; Mcl1-Bid inh: -3; Rab2A wt mod: 100; Cdc42 wt GTP: 98; Mcl1-Noxa inh: 2; HRas wt GTP: 100; Rab7 wt GTP bind: 96; RGS8-Gao reg: 98; Rac1 wt GTP bind: 102; Mcl-1 Bim block: -7

Results for CC(=O)OCCNc1cc(Sc2nc3ccccc3[nH]2)c2nonc2c1[N+](=O)[O-] ?
Rac1 act GTP bind: 83; Mcl1-Bid inh: -106; Rab2A wt mod: 92; Cdc42 wt GTP: 90; Mcl1-Noxa inh: 61*; HRas wt GTP: 93; Rab7 wt GTP bind: 98; RGS8-Gao reg: 85; Rac1 wt GTP bind: 90; Mcl-1 Bim block: -6

By substructure, the entries above containing a Cl atom
Results for Cc1ccc(N2C(=O)C(Cl)=C(N3CCOCC3)C2=O)cc1Cl ?
Rac1 act GTP bind: 100; Mcl1-Bid inh: -63; Rab2A wt mod: 99; Cdc42 wt GTP: 101; Mcl1-Noxa inh: 21; HRas wt GTP: 101; Rab7 wt GTP bind: 102; RGS8-Gao reg: 101; Rac1 wt GTP bind: 106; Mcl-1 Bim block: -3; Pf gametocyte: -10

Results for Cc1c(Cl)cccc1NC(=O)c1cccc(OC(F)F)c1 ?
Rac1 act GTP bind: 101; Mcl1-Bid inh: -3; Rab2A wt mod: 100; Cdc42 wt GTP: 104; Mcl1-Noxa inh: 13; HRas wt GTP: 103; Rab7 wt GTP bind: 98; RGS8-Gao reg: 103; Rac1 wt GTP bind: 101; Mcl-1 Bim block: -3
